Screening data as filed in PubChem BioAssay.
LGR2 inh: inhibitors of bursicon-induced Drosophila LGR2 receptor cAMP signaling; HEK293 LGR2, CRE-luciferase, bursicon-stimulated, 4 h; inhibition, % at 9.99 µM; hit rate 0.35% among 380,000; AID 720647;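 active = drop in luminescence signal, shown as inhibition above about 50% in the replicate tests, limit read from the data, passing the limit was not always enough; inconclusive = probably only some replicates passing the limit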;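 note: agonist challenge used bursicon conditioned medium at about half maximal strength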
Statin myotox sup: suppression of simvastatin myotoxicity; C2C12 myotubes + simvastatin, ATP luminescence, 48 h; scaled: DMSO 0, geranylgeraniol control 100; rescue of ATP level, % at 7.49 µM; hit rate 0.78% among 330,000;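 active = mean ATP rescue above about 67%, or every replicate alone reaching that limit, limit read from the data, passing the limit was not always enough; inconclusive = no clear call, values can overlap the other calls; inactive = mean under the limit and some replicate under it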;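 note: myotubes were challenged with 10 µM simvastatin during compound exposure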
ARNT TACC3 PPI: disruptors of human ARNT/TACC3 interaction; hit rate 0.66% among 390,000; AID 623870; AlphaScreen His-ARNT PAS-B/GST-TACC3 binding, luminescence; TACC3 fragment carries E629A point mutation; inhibition, % at 9.99 µM;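 active = mean inhibition of replicates at least 50% and at least half of replicates each reaching 50%; inconclusive = half or more replicates reach 50% but mean below 50%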;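 note: 0% = complete ARNT plus TACC3 wells and 100% = ARNT alone without TACC3; many hits fall short of the cut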
Cneo AK release: Cryptococcus neoformans lysis via adenylate kinase release; lysis activity, % at 15 µM; AID 651654; hit rate 0.2% among 360,000; C. neoformans lysis, adenylate kinase release luminescence, 4 h; normalised: neutral wells 0, clomiphene wells 100;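 active = mean lysis activity across replicates of at least 80%, whatever share of replicates individually reach that level; inactive = mean lysis activity below 80%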
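Material – log-phase Cryptococcus neoformans yeast cells · Input – 5 × 10^6 yeast cells/mL · Medium – fresh YPD growth medium · Doses – single compound concentration per well · Timing – static 4 h at 37 °C with compound, 1 h detection · Detection – adenylate kinase release luminescence · Read-out – signal increase indicating cell lysis · Control set – Clomiphene as positive lysis control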
PGC1a acetyl inh: modulators of PGC1a acetylation. AID 651687. hit rate 0.17% among 350,000. inhibition, % at 15.6 µM. U2OS PGC1a acetylation, AlphaScreen anti-acetyl-lysine; with virally co-expressed GCN5 acetyltransferase;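 active = every replicate shows inhibition of at least 40%; inconclusive = mean inhibition at least 40% but some replicate below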;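 note: 0% = neutral control wells and 100% = positive control wells; some results beyond the cut were filed as inactive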
GSIS activator: primary screen for activators of insulin secretion dependent on glucose, INS-1E cells, GLuc reporter luminescence | hit rate 0.61% among 370,000 | activation, % at 16.6 µM | INS-1E GLuc reporter insulin secretion, 2-3 h;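 active = lowest replicate activation of at least 40%, so every replicate reaches that level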;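 note: 0% = median of neutral control wells and 100% = median of IBMX positive control wells; some compounds called inactive have numbers as strong as hits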
PAX8 reporter: lowers PAX8-driven luciferase in RMG-I cells | RMG-I TPO-luciferase reporter, SteadyGlo, 24 h | inhibition, % at 12.6 µM | hit rate 1.2% among 360,000;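 active = mean replicate inhibition at least 60% with every replicate also reaching 60%; inconclusive = only one of the two criteria is met; inactive = mean below 60% and not all replicates reaching 60%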;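 note: luciferase light reporting Pax8 driven TPO promoter activity; plate controls were median of neutral control wells for no effect and mitoxantrone controls for full effect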
PglD DTNB: blocks C. jejuni PglD acetyltransferase activity. purified PglD enzyme, DTNB colorimetric CoA detection. inhibition, % at 12.5 µM. hit rate 0.098% among 360,000; in the data active = inhibition above about 16%, passing the limit was not always enough; inconclusive = no clear call, values can overlap the other calls; note: strong numbers were not always called active
* marks the source's active call; other numbers are inactive results; ? = inconclusive; · = no result given; & = joins results of further samples.

1. CCC(=O)c1cn(CC(=O)O)c2ccccc12
2. CCc1ccccc1N(CC(=O)NCc1ccco1)C(=O)CCC(=O)Nc1ccccn1
3. CCOc1cccc2cc(C(=O)N3CCc4ccccc4C3)c(=O)oc12
4. Cc1c[n+]([O-])ccc1Oc1ccc([N+](=O)[O-])cc1
5. CCS(=O)(=O)c1ccc(O)c(NC(=O)/C=C/c2ccc(Cl)cc2)c1
6. COc1ccc(C2=CN(Cc3ccccc3)CCC2=O)cc1
entry no.	1	2	3	4	5	6
LGR2 inh	13	-1	·	-29	7	0
Statin myotox sup	-6	8	20	8	-5	-1
ARNT TACC3 PPI	-3	·	11	1	0	0
Cneo AK release	1	1	5	4	0	1
PGC1a acetyl inh	1	·	6	·	-11	·
GSIS activator	0	-1	·	-4	-4	-9
PAX8 reporter	-6	10	·	-8	-8	-63
PglD DTNB	4	1	3	6	-3	6

Grouped by structure: the entries above containing a carbonyl joined to an NH by a bond outside any ring.
2. CCc1ccccc1N(CC(=O)NCc1ccco1)C(=O)CCC(=O)Nc1ccccn1
5. CCS(=O)(=O)c1ccc(O)c(NC(=O)/C=C/c2ccc(Cl)cc2)c1
entry no.	2	5
LGR2 inh	-1	7
Statin myotox sup	8	-5
ARNT TACC3 PPI	·	0
Cneo AK release	1	0
PGC1a acetyl inh	·	-11
GSIS activator	-1	-4
PAX8 reporter	10	-8
PglD DTNB	1	-3

More structures
7. Cn1c(=O)c2[nH]c(NCCCN3CCOCC3)nc2n(C)c1=O
8. Cc1ccc(S(=O)(=O)N(C)C[C@H]2Oc3ccc(NC(=O)C4CCCCC4)cc3C(=O)N([C@H](C)CO)C[C@H]2C)cc1
9. COc1ccc(S(=O)(=O)N(C)C[C@H]2Oc3ccc(NS(=O)(=O)c4ccc(Cl)cc4)cc3C(=O)N([C@@H](C)CO)C[C@H]2C)cc1
10. Cc1cc(/C=C2/NC(=O)NC2=O)c(C)n1C
11. COc1ccccc1N(CC(=O)NCc1ccccc1)C(=O)CCC(=O)Nc1cc(C)ccn1
12. C[C@@H]1CN([C@@H](C)CO)C(=O)c2cc(NC(=O)Cn3cnnn3)ccc2O[C@@H]1CN(C)S(=O)(=O)c1ccc(Cl)cc1
entry no.	7	8	9	10	11	12
LGR2 inh	·	-20&4	5	10	·	6
Statin myotox sup	·	0&-1	61	·	1	-23
ARNT TACC3 PPI	1	3&-2	1	5	0	·
Cneo AK release	0	10&-1	-3	·	1	·
PGC1a acetyl inh	-18	2	-10	14	0	-1
GSIS activator	·	-4&-1	-8	-6	·	29
PAX8 reporter	·	18	·	3	15	·
PglD DTNB	0	0&-2	-2	·	4	·

13. COCC(=O)N(C)C[C@@H]1Oc2cc(-c3cccc(F)c3)ccc2S(=O)(=O)N([C@H](C)CO)C[C@@H]1C
14. O=C(CCN1CCCCC1)NCC[C@@H]1CC[C@@H](NS(=O)(=O)c2cccc(Cl)c2)[C@@H](CO)O1
15. C[C@H](CO)N1C[C@H](C)[C@H](CN(C)Cc2ccccn2)Oc2ncc(C3=CCCC3)cc2C1=O
16. O=C(Cn1nc(-c2ccc(Cl)cc2)ccc1=O)N1CCN(c2ccccc2)CC1
17. COc1ccc(O)c(CN2CCN(C/C=C/c3ccccc3)CC2)c1
18. COCC#Cc1cnc2c(c1)C(=O)N([C@@H](C)CO)C[C@H](C)[C@@H](CN(C)S(C)(=O)=O)O2
entry no.	13	14	15	16	17	18
LGR2 inh	0	-13	20	-13	·	-11
Statin myotox sup	0	-6	7	3	4	17
ARNT TACC3 PPI	-11	-4	-6	-5	15	2
Cneo AK release	4	-10	0	0	-2	-2
PGC1a acetyl inh	-19	6	11	·	-9	0
GSIS activator	5	10	7	-37	-4	21
PAX8 reporter	·	-21	3	·	·	-18
PglD DTNB	1	4	0	0	3	13

Nos. 10 through 13 from above:
10. Cc1cc(/C=C2/NC(=O)NC2=O)c(C)n1C
11. COc1ccccc1N(CC(=O)NCc1ccccc1)C(=O)CCC(=O)Nc1cc(C)ccn1
12. C[C@@H]1CN([C@@H](C)CO)C(=O)c2cc(NC(=O)Cn3cnnn3)ccc2O[C@@H]1CN(C)S(=O)(=O)c1ccc(Cl)cc1
13. COCC(=O)N(C)C[C@@H]1Oc2cc(-c3cccc(F)c3)ccc2S(=O)(=O)N([C@H](C)CO)C[C@@H]1C
entry no.	10	11	12	13
LGR2 inh	10	·	6	0
Statin myotox sup	·	1	-23	0
ARNT TACC3 PPI	5	0	·	-11
Cneo AK release	·	1	·	4
PGC1a acetyl inh	14	0	-1	-19
GSIS activator	-6	·	29	5
PAX8 reporter	3	15	·	·
PglD DTNB	·	4	·	1

Following part.
19. O=C(Nc1ccc2c(c1)CCC2)c1ccc(Br)s1
20. CC1CC1C(=O)Nc1ccc(-c2ccccc2)cc1 (stereo not drawn)
21. Cc1ccc(CNC(=O)C23CN(Cc4ccccc4)CC2C(c2ccc([N+](=O)[O-])cc2)=NO3)o1 (stereo not drawn)
22. CCOC(=O)C1C(=O)C=C(C)C(C(=O)OCC)C1c1ccc(OC)cc1 (stereo not drawn)
23. O=C(c1ccc2c(c1)OCO2)C1CCCN(C(=O)c2cnn(Cc3ccccc3)c2)C1 (stereo not drawn)
24. CCc1ccc(NC(=O)N[C@H](C(=O)O)C(C)CC)cc1 (stereo partly drawn)
entry no.	19	20	21	22	23	24
LGR2 inh	-88	-83	-4	4	-20	3
Statin myotox sup	-11	·	13	1	6	·
ARNT TACC3 PPI	0	-1	-14	1	-5	-8
Cneo AK release	-3	·	-1	-1	-3	15
PGC1a acetyl inh	-7	·	·	15	1	-2
GSIS activator	-7	9	-17	7	-15	25
PAX8 reporter	-174	-174	1	·	-8	14
PglD DTNB	-3	·	5	-4	2	2

25. c1ccc(-c2cn3c4c(sc3n2)CCCC4)cc1
26. COCC#Cc1cnc2c(c1)C(=O)N([C@H](C)CO)C[C@@H](C)[C@@H](CN(C)C(=O)NC1CCCC1)O2
27. CN1CCN(C(=O)C[C@H]2C[C@@H]3c4cc(NC(=O)c5ccc6c(c5)OCO6)ccc4O[C@@H]3[C@H](CO)O2)CC1
28. COC(=O)c1cccc(-n2nnnc2SCC(=O)Nc2nc3c(s2)CCCC3)c1
29. C[C@@H]1CN([C@@H](C)CO)C(=O)c2cc(NC(=O)c3ccncc3)ccc2O[C@@H](C)CCCCO[C@H]1CN(C)C(=O)Nc1cccc2ccccc12
30. NNC(=O)c1cc(-c2ccccc2)sc1N
entry no.	25	26	27	28	29	30
LGR2 inh	74*	-10	-10	·	?	-27
Statin myotox sup	-1&-35	11	0	·	-22	-1
ARNT TACC3 PPI	-5	-1	2	6	-3	-30
Cneo AK release	-4&-30	54	-2	0	0	-2
PGC1a acetyl inh	0&0	38	2	5	-19	37
GSIS activator	4	19	4	·	-5	4
PAX8 reporter	8	·	-16	·	21	1
PglD DTNB	-2&-2	10	-2	0	-2	-7

31. O=C(Nc1ccc2c(c1)CCCN2C(=O)c1ccccc1)c1ccccc1
32. CCOC(=O)C1(Cc2cccc(F)c2)CCN(C(=O)COC)CC1
33. COCC#Cc1cnc2c(c1)C(=O)N([C@H](C)CO)C[C@H](C)[C@@H](CN(C)C(=O)Nc1cccc(F)c1)O2
34. COCCN1C=C2C(=O)C(C)(OC(=O)c3cccs3)C(=O)C=C2C=C1CCCC(=O)OC (stereo not drawn)
35. Cc1ccc(C2=Nc3ccccc3N=C(c3ccc([N+](=O)[O-])cc3)C2)c(O)c1
36. O=C(COc1ccccc1)Nc1cccc(S(=O)(=O)N2CCCC2)c1
entry no.	31	32	33	34	35	36
LGR2 inh	-38	7	-14	-4	19	-20
Statin myotox sup	-94	1	-14	11	·	5
ARNT TACC3 PPI	8	-1	-6	2	-3	1
Cneo AK release	3	-2	-2	-1	-6	1
PGC1a acetyl inh	·	-2	-2	·	-2	-1
GSIS activator	-3	·	-9	9	3	-2
PAX8 reporter	-43	0	·	-6	13	11
PglD DTNB	2	4	1	-4	3	5

37. CCOC(=O)N1CCN(S(=O)(=O)c2cn(C)c(=O)n(C)c2=O)CC1
38. COC(=O)CSc1c(-c2ccccc2)c2cc(Cl)ccc2[nH]c1=O
39. CCOC(=O)N1CCN(Cc2nc3cc(NC(=O)c4cccs4)ccc3n2CC)CC1
40. COc1ccc(CCn2c(C)cc(C(=O)COC(=O)c3cnccn3)c2C)cc1
41. C[C@H]1CN([C@@H](C)CO)C(=O)c2cc(NC(=O)Nc3ccccc3)ccc2O[C@H]1CN(C)Cc1ccccc1
42. Cc1nc2ncnn2c(C)c1CCC(=O)N1CCc2ccccc21
entry no.	37	38	39	40	41	42
LGR2 inh	-3	·	-15	3	22	·
Statin myotox sup	-2	3	4	-1	-51	-13
ARNT TACC3 PPI	-7	-4	2	-6	6	8
Cneo AK release	13	0	-1	2	1	-2
PGC1a acetyl inh	·	4	-10	12	12	·
GSIS activator	10	·	8	7	-11	·
PAX8 reporter	16	·	19	1	4	·
PglD DTNB	3	0	5	-3	-1	1

43. COc1ccccc1-c1nnc(SC(C)C(=O)N2CCOCC2)o1 (stereo not drawn)
44. CC(C)(NO)/C(=N\O)c1ccc(Cl)cc1
45. CCc1ccc(C2CC(c3ccccc3Cl)Nc3nc(N)nn32)cc1 (stereo not drawn)
46. CCCC(=O)Nc1ccc2c(c1)C(=O)N(C)C[C@H](OC)[C@H](C)CN(CCc1ccccc1)[C@@H](C)CO2
47. CC(C(=O)Nc1cccc(Br)c1)c1ccc([N+](=O)[O-])cc1 (stereo not drawn)
48. CC(CCN1CCN(c2ccccn2)CC1)c1ccccc1 (stereo not drawn)
entry no.	43	44	45	46	47	48
LGR2 inh	-7	·	-22	0	8	0
Statin myotox sup	-1	4	24	12	·	3
ARNT TACC3 PPI	-3	1	-3	3	-1	-14
Cneo AK release	2	-3	1	-1	·	0
PGC1a acetyl inh	-18	-1	7	4	·	·
GSIS activator	8	·	-4	0	-6	-3
PAX8 reporter	24	·	-5	·	5	-1
PglD DTNB	1	-3	2	-3	·	-5

49. CCS(=O)(=O)N1CCCCN2[C@H](CO)[C@H](c3ccc(-c4ccccc4)cc3)[C@H]2C1
50. COc1ccc2cc(C(=O)NCc3ccco3)c(=O)oc2c1
51. Cc1cc(SCC(=O)N/N=C/c2ccc(C(=O)O)cc2)nc2ccccc12
52. C[C@H](CO)N1C[C@H](C)[C@H](CN(C)C(=O)c2ccncc2)OCCCC[C@H](C)Oc2ccc(NS(=O)(=O)c3ccc(F)cc3)cc2C1=O
53. CCC(C(=O)Nc1ccc2c(c1)OCCO2)n1nnc2ccccc2c1=O (stereo not drawn)
54. COc1ccc(OC)c(NC(=O)CCc2c[nH]c3ccccc23)c1
entry no.	49	50	51	52	53	54
LGR2 inh	-11	·	-2	9	-32	-1
Statin myotox sup	-6	15	-3	·	-9	·
ARNT TACC3 PPI	5	-3	-3	-6	-2	-3
Cneo AK release	0	-3	-2	-8	·	·
PGC1a acetyl inh	-15	-3	-2	-1	12	-19
GSIS activator	-23	·	8	6	-1	-1
PAX8 reporter	-9	·	-16	18	-167	-7
PglD DTNB	1	1	-2	5	·	·

The order is random, and some 2.9% of all compounds hit somewhere here.
